KDM5B inh = blocks human KDM5B histone demethylase activity; KDM5B demethylase, FDH-coupled NADH fluorescence (FDH is formaldehyde dehydrogenase); Q9UGL1; AID 1347165; 220,000 tested, 2.6% active; Potency, µM (doses to about 57.7 µM), for the others: at the highest dose activity change, negative = inhibition, most hits filed as inhibitors; active = well fitted inhibition curve with a large enough effect; inconclusive = small, poorly fitted or top-dose-only effect; inactive = no such curve, though single readings can be large or run the other way; also: 0% is about no effect; nearly all actives have a fitted effect of over 70% in size
Target sequence (Q9UGL1 whole entry, looked up): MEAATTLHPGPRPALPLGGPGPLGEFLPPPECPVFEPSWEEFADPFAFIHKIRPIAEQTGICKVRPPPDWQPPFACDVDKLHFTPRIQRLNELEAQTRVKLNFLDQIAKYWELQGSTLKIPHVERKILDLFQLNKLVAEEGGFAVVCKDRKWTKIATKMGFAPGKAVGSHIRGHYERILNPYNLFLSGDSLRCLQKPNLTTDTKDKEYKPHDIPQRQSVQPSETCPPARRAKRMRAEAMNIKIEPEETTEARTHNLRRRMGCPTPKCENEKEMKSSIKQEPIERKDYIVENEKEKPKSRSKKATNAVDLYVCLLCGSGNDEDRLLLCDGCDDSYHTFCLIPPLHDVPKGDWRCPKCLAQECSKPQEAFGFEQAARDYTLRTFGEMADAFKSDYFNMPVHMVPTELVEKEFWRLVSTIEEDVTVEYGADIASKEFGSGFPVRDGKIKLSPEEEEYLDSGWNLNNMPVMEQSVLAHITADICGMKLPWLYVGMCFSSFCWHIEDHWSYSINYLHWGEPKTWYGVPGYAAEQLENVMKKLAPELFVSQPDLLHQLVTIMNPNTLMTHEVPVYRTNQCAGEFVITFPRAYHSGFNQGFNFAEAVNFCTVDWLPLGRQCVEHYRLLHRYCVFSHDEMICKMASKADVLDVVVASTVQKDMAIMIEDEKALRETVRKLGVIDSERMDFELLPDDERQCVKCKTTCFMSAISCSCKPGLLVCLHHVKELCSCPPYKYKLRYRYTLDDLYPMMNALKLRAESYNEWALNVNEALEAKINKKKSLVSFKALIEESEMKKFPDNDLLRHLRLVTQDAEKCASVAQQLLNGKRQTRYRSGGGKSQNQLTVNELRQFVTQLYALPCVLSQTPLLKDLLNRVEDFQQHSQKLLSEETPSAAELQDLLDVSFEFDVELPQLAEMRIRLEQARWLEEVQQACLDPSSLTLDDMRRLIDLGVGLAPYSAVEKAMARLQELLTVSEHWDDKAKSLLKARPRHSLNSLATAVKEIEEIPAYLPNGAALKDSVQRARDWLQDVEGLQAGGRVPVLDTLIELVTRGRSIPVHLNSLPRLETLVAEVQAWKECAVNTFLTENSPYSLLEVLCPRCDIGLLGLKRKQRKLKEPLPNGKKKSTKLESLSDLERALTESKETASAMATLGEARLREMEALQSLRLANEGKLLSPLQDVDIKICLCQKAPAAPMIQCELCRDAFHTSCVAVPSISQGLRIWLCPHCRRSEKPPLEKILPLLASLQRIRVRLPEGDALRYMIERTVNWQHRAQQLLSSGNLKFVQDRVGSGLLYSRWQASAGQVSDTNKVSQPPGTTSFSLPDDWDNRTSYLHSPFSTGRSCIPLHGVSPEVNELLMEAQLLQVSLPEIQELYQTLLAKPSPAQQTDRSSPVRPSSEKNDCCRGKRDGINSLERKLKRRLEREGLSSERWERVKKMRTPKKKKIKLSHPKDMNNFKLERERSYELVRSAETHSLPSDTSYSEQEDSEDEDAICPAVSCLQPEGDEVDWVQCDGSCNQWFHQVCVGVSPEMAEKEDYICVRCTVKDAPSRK
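Here, H3K4me3 peptide (12.5 µM in substrate mix) is demethylated by KDM5BΔAP, 200 nM final, after 10 min compound exposure. Formaldehyde product is coupled through FDH (0.25 U/mL in mix) to NADH fluorescence; 30-min ΔRFU feeds dose-response curves.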
* marks the source's active call; other numbers are inactive results; ? = inconclusive; & = joins results of further samples; [ ] = remark or other dose. Potency is read from the fitted curve at half-maximal effect.

SMILES	KDM5B inh
COc1cc(C(=O)NC2CCCCC2)ccc1C	20.0%
CCN1C(=O)N(CC(N)=O)C(=O)C12CCN(Cc1cccc(Oc3ccccc3)c1)CC2	-17.5%
Cc1ccccc1Cn1cc(-c2ccncc2)cc1C(=O)N1CCN(c2ccccc2)CC1	?
COc1ccc(C(=O)Nc2ccc(-c3noc([C@@H]4CCCN4C)n3)cn2)cc1	-16.6%[86.2 µM]
COc1ccc(C)cc1NC(=O)CCCN1C(=O)C2CC=CCC2C1=O (stereo not drawn)	0.0%
O=C(/C(C=Nc1cccc(Cl)c1)=C(/O)c1ccco1)C(F)(F)F	-19.0%
COc1cccc(CN2CCC[C@H]2C(=O)N2CCCCCCNC(=O)CC2)c1OC	?
O=C(NCc1cccs1)c1ccc(Cn2c(SCc3cccc(F)c3)nc3cccnc32)cc1	?
CCNc1nc(Cl)nc(N(NC(C)=O)C(C)C)n1	20.2%
CCCC(C)(C)NC(=O)c1cc(OC)c(OC)c(OC)c1	3.4%
Cn1cc(-c2cc3n(n2)CCC(=O)N3CCCC(=O)Nc2ccc(Cl)cc2)c2ccccc21	-27.7%
Cc1cc(NC(=O)COC(=O)C2(c3ccc(Cl)cc3)CCC2)no1	11.4%
COc1cc(CCC(=O)Nc2nnc(C)s2)cc(OC)c1OC	15.3%
CCCN(CCC)Cc1ccc(C(=O)NCc2c(C)noc2C)cc1	28.2µM*
CC(=O)Nc1ccc(CN2CCC(N3CCOCC3=O)CC2)cc1	16.3%&23.1%[149 µM]
Cc1ccc(C)c(Nc2ncnc3c2cnn3-c2ccc(F)cc2)c1	?
CCc1ccc2oc(-c3cccc(NC(=O)COc4ccc(OC)cc4)c3)nc2c1	25.0%
O=C(Nc1ccc(Br)cc1)Nc1nc2c(s1)CCCCCC2	-8.7%
O=C(c1ccsc1)N1CCCC(c2noc(COc3ccccc3F)n2)C1 (stereo not drawn)	-3.7%
CCn1c(O)c(/C=N/N=C2CCCCC2)c2cc(C3=NNC(=O)CC3)ccc21	-9.2%
COc1cc(-c2noc(-c3ccc(N(C)C)c([N+](=O)[O-])c3)n2)cc(OC)c1OC	-16.6%
CCc1noc(-c2ccn3c(CNC(=O)CCc4cccc(OC)c4)nnc3c2)n1	28.2µM*
O=C1c2ccccc2CN1C1CCN(CC2CCCCC2)CC1	10.2%[149 µM]
CC(C)(C)CN1CCOC[C@H]1c1nc(C(C)(C)C)co1	-10.0%[115 µM]
CN(Cc1ccccc1)C(=O)C1CCC(C(=O)N(C)Cc2ccccc2)CC1 (stereo not drawn)	-12.6%

Another view of 2 compounds above:
> COc1ccc(C)cc1NC(=O)CCCN1C(=O)C2CC=CCC2C1=O (stereo not drawn)
  KDM5B inh: 0.0%
> O=C(Nc1ccc(Br)cc1)Nc1nc2c(s1)CCCCCC2
  KDM5B inh: -8.7%

(list continues)
SMILES	KDM5B inh
Cc1csc(CCCCNC(=O)C2(c3ccc(Br)cc3)CC2)n1	10.2%
Cc1ccccc1NC(=O)c1ccc(Cl)c(S(=O)(=O)N2CCCCCC2)c1	-25.8%
CCc1ccc(NC(=O)CSc2nc3cc([N+](=O)[O-])ccc3o2)cc1	-12.8%
Cc1ccc(NC(=O)Cn2cccc2-c2nc(-c3ccccc3)no2)c(C)c1	-3.4%
CCOC(=O)C1CCN(C(=O)CSc2nnc(-c3ccc(Cl)cc3)n2N)CC1	-15.3%
Cc1ccc(CN(C(=O)CC23CC4CC(CC(O)(C4)C2)C3)C2CC2)o1	9.2%
Cc1ccc(S(=O)(=O)N(CC(O)Cn2cnc3ccccc32)c2cccc(C)c2)cc1 (stereo not drawn)	-1.5%
COc1ccc(CN2CCC(C3CCN(C(C)=O)CC3)C2)c(Cl)c1OC (stereo not drawn)	?
COCCN(C)C[C@H]1C[C@H](CO)CN(C(=O)c2cc3ccccc3s2)C1	1.3%
O=C(c1cscn1)N1CCCC2(CN[S+](=O)([O-])c3cccnc3O2)C1 (stereo not drawn)	-18.6%[115 µM]
CCCCNC(=O)CN1C(=O)NC2(CCC(C)CC2)C1=O (stereo not drawn)	-16.8%
O=C(c1ccc(Cl)cc1)N1CCCC2(C1)NC(=O)N(Cc1ccc(Cl)cc1)C2=O (stereo not drawn)	-13.1%
COc1ccc(Cl)cc1NC(=O)Cn1c(=O)oc2cc(S(=O)(=O)N3CCCCCC3)ccc21	-10.1%
CCN(CC)c1cc(C)nc(NCc2ccccc2)n1	8.1%
O=C(NN1C(=O)/C(=C/C=C/c2ccco2)SC1=S)c1ccccc1O	?
O=C(c1ccccc1)N1CCC2(CC1)C(=O)NN=C2c1cccnc1	9.4%
COCCN1C(=O)c2ccccc2C(C(=O)Nc2cc(Cl)ccc2OC)C12CCCC2 (stereo not drawn)	-9.4%
O=C(CSc1nnc(Cc2ccccc2)n1-n1cccc1)Nc1ccccc1	1.2%
COc1ccc(N2Cc3cccc(C(=O)Nc4ccc(F)cc4)c3C2=O)cc1	?
Cc1cn(C)c(CC(=O)NCc2ccccc2)c1C(=O)O	4.5%
O=C(Nc1ccccc1C(=O)O)c1ccc(N2C(=O)C3CC=CCC3C2=O)cc1 (stereo not drawn)	16.7%
Cn1nc(C(C)(C)C)cc1C(=O)NCc1cc(F)cc2c1OCOC2	27.5%
CCCN1CCc2[nH]cnc2C12CCN(C(=O)C1COc3ccccc3O1)CC2 (stereo not drawn)	-6.7%
Cc1ccccc1C(=O)N1C(C(=O)NCC(C)C)COC12CCN(C(=O)c1cccc(Cl)c1)CC2 (stereo not drawn)	0.6%
CC1CCCC(NC(=O)CSCC#N)C1C (stereo not drawn)	13.1%

An excerpt taken from the entries so far, as a working copy:
SMILES	KDM5B inh
Cc1csc(CCCCNC(=O)C2(c3ccc(Br)cc3)CC2)n1	10.2%
Cc1ccccc1NC(=O)c1ccc(Cl)c(S(=O)(=O)N2CCCCCC2)c1	-25.8%
CCc1ccc(NC(=O)CSc2nc3cc([N+](=O)[O-])ccc3o2)cc1	-12.8%
Cc1ccc(NC(=O)Cn2cccc2-c2nc(-c3ccccc3)no2)c(C)c1	-3.4%
CCOC(=O)C1CCN(C(=O)CSc2nnc(-c3ccc(Cl)cc3)n2N)CC1	-15.3%
Cc1ccc(CN(C(=O)CC23CC4CC(CC(O)(C4)C2)C3)C2CC2)o1	9.2%
Cc1ccc(S(=O)(=O)N(CC(O)Cn2cnc3ccccc32)c2cccc(C)c2)cc1 (stereo not drawn)	-1.5%
COc1ccc(CN2CCC(C3CCN(C(C)=O)CC3)C2)c(Cl)c1OC (stereo not drawn)	?
COCCN(C)C[C@H]1C[C@H](CO)CN(C(=O)c2cc3ccccc3s2)C1	1.3%
O=C(c1cscn1)N1CCCC2(CN[S+](=O)([O-])c3cccnc3O2)C1 (stereo not drawn)	-18.6%[115 µM]
CCCCNC(=O)CN1C(=O)NC2(CCC(C)CC2)C1=O (stereo not drawn)	-16.8%
O=C(c1ccc(Cl)cc1)N1CCCC2(C1)NC(=O)N(Cc1ccc(Cl)cc1)C2=O (stereo not drawn)	-13.1%
COc1ccc(Cl)cc1NC(=O)Cn1c(=O)oc2cc(S(=O)(=O)N3CCCCCC3)ccc21	-10.1%
CCN(CC)c1cc(C)nc(NCc2ccccc2)n1	8.1%
O=C(NN1C(=O)/C(=C/C=C/c2ccco2)SC1=S)c1ccccc1O	?
O=C(c1ccccc1)N1CCC2(CC1)C(=O)NN=C2c1cccnc1	9.4%
COCCN1C(=O)c2ccccc2C(C(=O)Nc2cc(Cl)ccc2OC)C12CCCC2 (stereo not drawn)	-9.4%
O=C(CSc1nnc(Cc2ccccc2)n1-n1cccc1)Nc1ccccc1	1.2%
COc1ccc(N2Cc3cccc(C(=O)Nc4ccc(F)cc4)c3C2=O)cc1	?
Cc1cn(C)c(CC(=O)NCc2ccccc2)c1C(=O)O	4.5%
O=C(Nc1ccccc1C(=O)O)c1ccc(N2C(=O)C3CC=CCC3C2=O)cc1 (stereo not drawn)	16.7%
Cn1nc(C(C)(C)C)cc1C(=O)NCc1cc(F)cc2c1OCOC2	27.5%
CCCN1CCc2[nH]cnc2C12CCN(C(=O)C1COc3ccccc3O1)CC2 (stereo not drawn)	-6.7%

Later entries.
SMILES	KDM5B inh
O=C(Nc1ccncc1)c1cc(-c2ccccc2)nc2ccccc12	1.8%
CC(C)CCN1CCN(C(=O)c2ccc(C#N)cc2)CC1	12.0%
C[C@@H](NC(=O)NC1(c2ccccc2)CCOCC1)c1onc(-c2cccnc2)c1C(=O)O	-27.2%
Cc1cccn2c(=O)c(C(=O)NCc3ccccc3Cl)c(O)nc12	-7.1%
O=C(c1ccc(F)cc1)N1CCC2(CC1)CC(Cc1ccccc1)=NO2	33.8%[86.2 µM]
O=C(Nc1cccc(Cl)c1)N1CC2CCCN2c2ccccc21 (stereo not drawn)	?
O=C(CCc1c[nH]c2ccccc12)N1CCC(Oc2ncccc2C(=O)N2CCOCC2)C1 (stereo not drawn)	5.2%
CN(C)c1ccc(C(=O)NNC(=O)c2ccc(F)cc2)cc1	12.8%
CCCc1noc(-c2cn(C3CCN(C(=O)c4ccc(OC)c(F)c4)CC3)nn2)n1	2.2%
O=C(CSc1n[nH]c(-c2ccccc2)n1)Nc1ccccc1C(F)(F)F	-1.4%
Cc1ccc(C(=O)N2CC(c3nnc(C(C)C)o3)C3(CCOCC3)C2)cn1 (stereo not drawn)	-12.2%
COc1ccccc1C1N=C(c2ccccc2C)NO1 (stereo not drawn)	-68.7%
O=C(c1ccccc1)c1ccc2nc(Nc3ccccc3)c3nncn3c2c1	-3.5%
COCCNc1oc(COc2ccc(-c3ccccc3)cc2)nc1C#N	3.1%
N[C@H]1CN(C(=O)c2cccc(-n3cnnc3)c2)C[C@@H]1c1ccccc1	22.1%
Cc1cc(S(=O)(=O)N2CCCC(Cn3c(C4CC4)nc4cccnc43)C2)ccc1F (stereo not drawn)	1.4%
Cc1nc(CN(C)C(=O)c2coc(COc3ccc(F)cc3Cl)n2)cs1	-2.5%
CC(Cc1cccnc1)Nc1cc(-c2ccccc2F)nc2ccnn12 (stereo not drawn)	28.2µM*
COCCCNC(=O)CS(=O)Cc1nc(-c2cccc(C)c2)oc1C (stereo not drawn)	2.0%&17.7%
CN1CCC(CN2CCC(c3nn(C)c(=O)n3-c3ccccc3)CC2)CC1	?
COc1ccc(C(=O)N2CCCN(c3cc(-c4ccccc4)[nH]n3)CC2)cc1F	-24.6%
O=C(c1cnc2ccccc2c1)N1CC[C@H](N2CCOCC2)[C@H](CCCO)C1	-8.3%
COCCN1C(=O)c2cccn2CC1CNC(=O)Cc1cccc(OC)c1 (stereo not drawn)	4.7%
COc1ccc(C2(C(=O)N3CCC(c4n[nH]c(=O)n4-c4ccccc4)CC3)CC2)cc1	2.1%
CCOc1ccccc1NC(=O)N1CCC(N2CC3CC(C2)[C@H]2CCCC(=O)N2C3)CC1 (stereo partly drawn)	-15.4%

Continuation:
SMILES	KDM5B inh
Cc1ccc(-c2csc(/C=C/c3cccc(C(F)(F)F)c3)n2)cc1	?
Cc1cc(F)ccc1NC(=O)CCn1ccn2nc3c(c2c1=O)CCCC3	16.0%
Cc1ccc(NC(=O)c2cnc3cc(C)ccn3c2=O)c(C)c1	0.9%
N#CCC(=O)Nc1ccc(C(=O)OCC(=O)Nc2ccc(N3CCCCC3)cc2)cc1	?
Cc1cc(CN(C)C(=O)c2cn(Cc3ccccc3Cl)nn2)on1	-17.9%
Cc1cccc(NC(=O)CCCN2C(=O)C3CC=CCC3C2=O)c1 (stereo not drawn)	-3.4%
Cc1ccccc1N(C)C1CN(Cc2cccc3ccccc23)C1	8.4%[149 µM]
CC1=C[C@@H](CN2CCOCC2)[C@H](C(C)C)C[C@H]1Cc1nnc(-c2ccccc2)o1	-25.0%[86.2 µM]
CCc1cc(=O)n(CC(=O)Nc2ccc(C)c(Cl)c2)c(N2CCOCC2)n1	20.3%
CCc1cc(C(=O)Nc2ncccc2O)sc1C	1.6%
CC(=O)N(c1ccc(N(C(C)=O)S(=O)(=O)c2ccccc2)cc1)S(=O)(=O)c1ccccc1	28.9%
O=C(NCc1ccc2c(c1)OCO2)C1CC(c2ccccc2)CN(C(=O)NCc2ccccc2)C1 (stereo not drawn)	-2.5%
Cc1cc(C(=O)NCc2ccc(Cl)cc2)n(-c2ccccc2)n1	-17.9%
Cc1ccccc1CN(c1ccc(C(=O)N2CCN(C)CC2)cc1)S(C)(=O)=O	-13.7%
CNc1cc(C2CC(NS(=O)(=O)c3ccc(Cl)s3)C2)nc(N)n1 (stereo not drawn)	-7.1%
O=c1cc2c(nn1Cc1ccc(OC(F)(F)F)cc1)CCCCC2	13.0%
COc1ccc(CCNC(=O)C(=O)Nc2ccc(C)cc2)cc1OC	-16.4%
CNC(=O)C1(N2CCC[C@H]2C(=O)N(C)Cc2cccnc2)CCOCC1	-3.7%[86.2 µM]
Cn1nc(C(=O)N2CCC3(CCCN(C4CCOCC4)C3=O)C2)ccc1=O (stereo not drawn)	?
O=C(NCc1ccco1)C1CCN(C(=O)N2CCOc3ccccc32)CC1	5.6%
CC1(C(=O)NCc2ccccc2)COCc2cnc(Nc3ccccc3)nc21 (stereo not drawn)	-28.4%[86.2 µM]
CC(=O)N[C@@H]1C[C@H](Cn2cc(C3CC3)nn2)[C@@H](O)[C@H]1O	?
O=C(Nc1ccncc1)c1cccc(OCc2ccc(F)cc2)c1	-7.3%
Cc1ccc(C(=O)N2CCC(N3CCOCC3=O)CC2)cc1	9.5%[149 µM]
COc1ccc(Cl)cc1/C=C/c1ccc2cccc(O)c2n1	?
Cn1c(=O)c2c(ncn2CCCC(=O)Nc2cccc(C(F)(F)F)c2)n(C)c1=O	4.0%

Screens (PubChem)

Only part of the results is shown. The share of hits here may be higher or lower than overall.
